# NCI-60 one-dose screen, 48 h, at 10 µM unless noted. Numbers give growth in % (100 = growth as untreated, 0 = no growth, -100 = all killed).
# NCI-H522: NCI-H522 lung cancer | AID 1794739 | actives 8% (n = 78,000)
# NCI-H460: NCI-H460 lung cancer; actives 6.8% (n = 82,000)
# IGROV1: IGROV1 ovarian cancer. actives 4.7% (n = 79,000). AID 1794786
# SK-OV-3: SK-OV-3 ovarian cancer cells; actives 3.2% (n = 80,000)
# COLO 205: COLO 205 colon cancer; AID 1794742; actives 7.3% (n = 79,000)
# NCI-H322M: NCI-H322M lung cancer; AID 1794733; actives 2.7% (n = 80,000)
# NCI-H226: NCI-H226 lung cancer. actives 3.5% (n = 79,000). AID 1794732
# NCI-H23: NCI-H23 lung cancer. AID 1794731. actives 4% (n = 80,000)
# NCI/ADR-RES: NCI/ADR-RES ovarian cells; actives 4.4% (n = 81,000); AID 1794790
# Numbers without * were called inactive; . = not tested or not shown. Rule for the calls: active = growth percent below 10; inactive = the rest.
(1) COc1ccc2c(c1)CC/C(=C\c1cnccc1OC)C2=O
(2) O=[N+]([O-])CC(O)c1ccc2ccccc2n1 (centres undefined)
(3) O=C1c2c(c3c4ccccc4[nH]c3c3ccccc23)C(=O)N1O
(4) COC(=O)C(CSC(c1ccccc1)(c1ccccc1)c1ccccc1)NC(=O)C(CC(N)=O)NC(=O)OCc1ccccc1 (centres undefined)
(5) COC(=O)[C@]12CCC(C)(C)C[C@H]1[C@H]1C(=O)C[C@@H]3[C@@](C)(CCC#N)[C@H](C(C)=O)CC[C@@]3(C)[C@]1(C)CC2
(6) O=C1C(Cl)=C(Nc2cccc(C(F)(F)F)c2)C(=O)N1c1ccc(O)cc1
(7) CCC(=O)Nc1ccc(C(=O)NCCN(CC)CC)cc1
(8) NC(Cc1ccc(O)c([N+](=O)[O-])c1)C(=O)O (centres undefined)
Compound,1,2,3,4,5,6,7,8
NCI-H522,81.4,.,59.2,51.5,92.5,82.8,99.8,94.7
NCI-H460,113.0,100.1,83.4,31.2,101.1,90.2,107.0,112.6
IGROV1,100.6,89.0,93.0,48.6,95.7,88.1,88.5,85.0
SK-OV-3,97.7,100.5,85.8,14.2,86.1,89.9,96.9,114.6
COLO 205,106.1,95.7,101.6,-50.8*,.,104.9,104.4,121.8
NCI-H322M,100.6,93.0,87.1,30.8,89.8,89.6,86.2,107.3
NCI-H226,95.0,90.5,78.0,71.4,91.8,81.9,108.1,100.6
NCI-H23,93.8,89.2,83.2,65.4,102.6,95.1,99.1,98.5
NCI/ADR-RES,91.0,95.8,91.7,63.2,107.5,98.2,107.5,99.0

# Three records drawn at random from the list so far, as already listed:
(3) O=C1c2c(c3c4ccccc4[nH]c3c3ccccc23)C(=O)N1O
(7) CCC(=O)Nc1ccc(C(=O)NCCN(CC)CC)cc1
(8) NC(Cc1ccc(O)c([N+](=O)[O-])c1)C(=O)O (centres undefined)
Compound,3,7,8
NCI-H522,59.2,99.8,94.7
NCI-H460,83.4,107.0,112.6
IGROV1,93.0,88.5,85.0
SK-OV-3,85.8,96.9,114.6
COLO 205,101.6,104.4,121.8
NCI-H322M,87.1,86.2,107.3
NCI-H226,78.0,108.1,100.6
NCI-H23,83.2,99.1,98.5
NCI/ADR-RES,91.7,107.5,99.0

# The list goes on:
(9) Fc1ccc(-c2nn(-c3ccccc3)cc2-c2nc3ccccc3o2)cc1
(10) CC(=O)O[C@H]1CC[C@@]2(C)[C@@H](CC=C3[C@@H]2CC[C@]2(C)[C@@H]([C@H](C)/C=C/[C@H](C)C(C)C)CC[C@@H]32)C1
(11) Cc1cc2c(c3c1C(C)CCC3=O)C(C)(C)CC2(C)C (centres undefined)
(12) CC1=C(C(=O)Nc2ccccc2)C(c2c(O)cc(O)cc2O)n2c(nc3ccccc32)N1 (centres undefined)
(13) CCC(C)(C)c1ccc(Nc2ccc(Nc3ccc(C(C)(C)CC)cc3)cc2)cc1
(14) COC(=O)c1ccc(Nc2nc(N)n(Cc3cccc(Br)c3)n2)cc1
(15) COc1ccc(Cn2cc(C(=O)Nc3cccnc3Nc3ccc(F)cc3)nn2)cc1
(16) OC(COc1ccccc1Cl)CN1CCOCC1 (centres undefined)
Compound,9,10,11,12,13,14,15,16
NCI-H522,82.3,68.2,81.8,94.1,79.9,58.6,105.5,106.2
NCI-H460,37.5,106.6,104.5,105.3,99.1,65.9,104.6,117.6
IGROV1,82.1,112.6,97.9,110.3,95.3,51.5,97.9,110.4
SK-OV-3,120.3,97.9,93.8,86.6,89.7,83.0,113.5,118.4
COLO 205,139.8,101.8,108.4,109.5,84.7,105.7,134.2,99.6
NCI-H322M,107.2,96.9,98.6,106.0,105.3,60.9,95.4,120.5
NCI-H226,84.4,100.2,93.6,103.3,93.0,55.2,94.1,106.9
NCI-H23,65.8,101.2,95.8,104.9,83.1,60.8,99.4,103.6
NCI/ADR-RES,46.9,105.1,103.5,105.3,91.7,39.0,99.4,109.8

# Compounds 12 through 16 from above:
(12) CC1=C(C(=O)Nc2ccccc2)C(c2c(O)cc(O)cc2O)n2c(nc3ccccc32)N1 (centres undefined)
(13) CCC(C)(C)c1ccc(Nc2ccc(Nc3ccc(C(C)(C)CC)cc3)cc2)cc1
(14) COC(=O)c1ccc(Nc2nc(N)n(Cc3cccc(Br)c3)n2)cc1
(15) COc1ccc(Cn2cc(C(=O)Nc3cccnc3Nc3ccc(F)cc3)nn2)cc1
(16) OC(COc1ccccc1Cl)CN1CCOCC1 (centres undefined)
Compound,12,13,14,15,16
NCI-H522,94.1,79.9,58.6,105.5,106.2
NCI-H460,105.3,99.1,65.9,104.6,117.6
IGROV1,110.3,95.3,51.5,97.9,110.4
SK-OV-3,86.6,89.7,83.0,113.5,118.4
COLO 205,109.5,84.7,105.7,134.2,99.6
NCI-H322M,106.0,105.3,60.9,95.4,120.5
NCI-H226,103.3,93.0,55.2,94.1,106.9
NCI-H23,104.9,83.1,60.8,99.4,103.6
NCI/ADR-RES,105.3,91.7,39.0,99.4,109.8

# Other results.
(17) C/C(=N\Nc1ccc2ccccc2n1)c1ccccn1
(18) CC(=O)Oc1ccc(N=C2NC(=O)S/C2=C\N2N=C(c3ccc(F)cc3)CC2c2ccc(F)cc2)cc1 (centres undefined)
(19) O=S(=O)(O)c1cccc2c1oc1ccccc12
(20) CC(O)CCNC(c1ccccc1)C(O)c1ccccc1 (centres undefined)
(21) COc1ccc(C2=NN(C(=O)c3ccc(S(C)(=O)=O)cc3)C(c3ccc(OC)cc3)C2)cc1 (centres undefined)
(22) COc1ccc2nc(-c3ccc(Cl)cc3)cc(-c3nnc(SCC(=O)Nc4ccc(/C(C)=N\O)cc4)n3-c3ccccc3)c2c1
(23) Cc1cccnc1NC(=O)OC(C)C
(24) Cc1nnc2c3nncn3c3ccccc3n12
Compound,17,18,19,20,21,22,23,24
NCI-H522,-16.4*,77.7,92.4,89.8,65.9,62.4,102.3,100.0
NCI-H460,0.9*,108.4,105.6,105.8,107.6,89.3,105.4,108.8
IGROV1,-2.7*,102.4,114.3,95.9,111.5,67.1,114.2,109.4
SK-OV-3,24.7,.,.,107.0,99.2,86.6,105.9,97.4
COLO 205,0.8*,.,101.2,117.4,108.1,110.6,108.8,104.8
NCI-H322M,-12.0*,99.6,117.3,111.6,94.0,93.2,88.4,98.0
NCI-H226,0.5*,103.6,103.2,111.0,95.4,100.3,104.3,110.6
NCI-H23,23.3,101.1,97.9,105.2,100.3,87.1,94.5,102.1
NCI/ADR-RES,1.7*,108.3,102.9,109.7,109.6,84.2,98.0,106.1

(25) O=C(C[P+](c1ccccc1)(c1ccccc1)c1ccccc1)c1ccc([N+](=O)[O-])cc1
(26) Cc1cc(Cl)ccc1NC(=O)CCl
(27) O=C(c1cc2ccccc2o1)c1nn(-c2ccccc2)/c(=N/N=Cc2cn(-c3ccccc3)nc2-c2cc3ccccc3oc2=O)s1
(28) O=c1[nH]c2cc(Br)ccc2c(O)c1/C=N/Nc1nc(-c2ccccc2)cs1
(29) COc1cc(-c2[nH]ncc2-c2ccncc2)ccc1Cl
(30) COc1ccc(C2c3sc4c(Br)cccc4c3Oc3ncnc(N)c32)cc1 (centres undefined)
(31) O=C(O)/C=C/c1cn(-c2ccccc2)nc1-c1ccc(F)cc1
(32) O=C(Nc1cccc(Cl)c1)OCC(COC(=O)Nc1cccc(Cl)c1)(COC(=O)Nc1cccc(Cl)c1)[N+](=O)[O-]
(33) COc1ccc2c(C3=C(c4c[nH]c5ccccc45)C(=O)NC3=O)coc2c1
(34) COc1cc(C2CC(c3ccccc3)=NN2C=O)ccc1Oc1ccnc2cc(Cl)ccc12 (centres undefined)
(35) Cc1ccc(-n2cc(/C=C/C(=O)c3ccc(O)cc3)c(-c3ccc(S(C)(=O)=O)cc3)n2)cc1
Compound,25,26,27,28,29,30,31,32,33,34,35
NCI-H522,86.7,69.5,88.0,90.5,79.8,86.1,98.2,27.4,70.4,42.7,58.9
NCI-H460,100.0,90.2,106.3,91.5,102.4,93.2,100.6,17.9,80.5,73.8,80.8
IGROV1,86.9,96.3,99.1,78.3,98.8,76.6,91.6,42.3,60.8,80.1,47.7
SK-OV-3,94.9,109.7,126.5,89.2,97.2,90.5,87.8,64.8,82.5,86.6,94.9
COLO 205,107.5,108.7,117.5,105.0,95.9,105.7,104.4,35.5,94.0,100.8,111.1
NCI-H322M,62.3,107.3,92.0,85.2,105.9,71.7,87.0,45.8,64.4,100.3,99.1
NCI-H226,90.2,70.0,99.4,83.6,81.8,68.3,95.1,66.4,68.2,46.6,99.6
NCI-H23,89.9,84.0,99.4,97.0,105.5,87.3,96.2,22.9,81.3,36.7,68.9
NCI/ADR-RES,77.2,89.7,96.5,77.9,93.3,92.4,90.4,35.4,95.6,22.9,33.6

# Screens: PubChem BioAssay, NCI
